Source: PubChem (several laboratories)
FLuc inh counter = inhibits firefly luciferase, flagging false hits in luciferase inhibition screens | hit rate 1.5% among 200,000 | inhibition, % at 10 µM | P08659 | ATPLite firefly luciferase biochemical luminescence, 10 min | AID 1006;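 active means inhibition above about 50% when tested at 10 µM, limit read from the data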
Target sequence (P08659 whole entry, looked up): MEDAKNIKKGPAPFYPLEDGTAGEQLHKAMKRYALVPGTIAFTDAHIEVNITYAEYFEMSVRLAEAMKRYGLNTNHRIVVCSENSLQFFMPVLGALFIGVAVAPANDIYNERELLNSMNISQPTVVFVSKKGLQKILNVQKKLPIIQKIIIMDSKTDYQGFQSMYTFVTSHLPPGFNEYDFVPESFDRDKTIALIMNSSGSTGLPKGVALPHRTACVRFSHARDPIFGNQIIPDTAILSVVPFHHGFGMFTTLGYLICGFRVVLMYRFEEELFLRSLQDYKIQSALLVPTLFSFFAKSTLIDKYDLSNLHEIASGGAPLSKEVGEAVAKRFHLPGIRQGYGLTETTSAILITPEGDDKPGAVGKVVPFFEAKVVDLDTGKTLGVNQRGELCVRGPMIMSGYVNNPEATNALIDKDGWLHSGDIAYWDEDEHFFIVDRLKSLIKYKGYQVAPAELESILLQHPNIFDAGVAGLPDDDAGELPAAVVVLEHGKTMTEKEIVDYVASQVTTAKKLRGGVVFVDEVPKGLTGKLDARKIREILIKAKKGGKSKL
APP 5UTR inh = APP translation inhibition. SH-SY5Y APP 5'UTR-luciferase reporter, luminescence. inhibition, % at 2 µM. hit rate 0.82% among 190,000;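 active means inhibition above a set limit, derived from the sample mean plus 3 SD, cut at about 45% in these data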; further: values of inactives mirror those of a sister screen read the other way
DTT redox prof = compounds producing H2O2 with reducing agent – biochemical, NIH compound library profiling, artefact control for MLSCN library redox annotation, primary screen. activation, % at 10 µM. DTT-dependent redox cycling H2O2, phenol red/HRP absorbance; 100% = 100 µM peroxide control, 0% = buffer. AID 878. hit rate 0.03% among 200,000;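 active means activation of at least 50% relative to the plate's high and low controls in the primary single-dose screen; inactive means activation below 50%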;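 further: compound incubated with DTT at 0.8 mM final as the reducing agent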
NF-kB expr up = compounds increasing NF-kB expression in human neuronal cells | fold change at 12.5 µM | NF-kB reporter expression; active compounds read high | hit rate 1.6% among 190,000; in the data active means fold change above about 3.3
G6PDH counter = L. mesenteroides G6PDH inhibition counter-screen | hit rate 0.12% among 200,000 | AID 1020 | inhibition, % at 5 µM | Purified L. mesenteroides G6PDH, diaphorase/resazurin coupled fluorescence, 45 min; in the data active means inhibition above about 50%
FLuc act counter = firefly luciferase counter-screen for stimulation assays; P08659; ATPlite luciferase biochemical, luminescence, 10 min; 0 = ATP-free wells, 1 = DMSO control; activation factor at 10 µM; 200,000 tested, under 10 active;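 active means luciferase activation factor, scaled between plate controls, of at least 2 with compound at 10 µM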
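System: cell-free luciferase reagent; medium: PBS as buffer for the ATP substrate; doses: test compounds dosed from 2 mM stocks in 100% DMSO; incubation: 10 min, room temperature; measured by: luminescence from luciferase reaction; read-out: luciferase activation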
APP 5'UTR act = APP 5'UTR luciferase reporter activation; hit rate 1% among 190,000; AID 1276; activation, % at 2 µM; SH-SY5Y APP 5'UTR luciferase reporter, luminescence; zero percent = DMSO vehicle wells;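 active means activation above a set limit, based on mean plus 3 SD of controls, cut at about 140% in these data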; further: values of inactives mirror those of a sister screen read the other way
STAT1 act = activators of IFN-gamma induced STAT1 signaling | NIH 3T3 STAT1-luciferase reporter, luminescence; 100% = IFN-gamma alone, no compound | activation (% of control), % at 5.5 µM | hit rate 2.6% among 200,000 | AID 932;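 active means activation above the screen-wide mean activation plus 3 SD, cut at about 130% in these data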;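 further: raw ratio to IFN-gamma control signal so 100% means no change and 0% no light; values of inactives mirror those of a sister screen read the other way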
Hsp70 activator = Hsp70 transcriptional activation, primary screen; AID 1203; HeLa Hsp70 promoter luciferase reporter, luminescence; scaled: vehicle 0, proteasome-inhibitor control 100%; activation, % at 10 µM; hit rate 0.04% among 200,000;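 active means activation above the mean across all tested compounds plus 3 SD, cutoff set per campaign, cut at about 5.5% in these data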;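 further: 100% = MG132 at 30 µM as the positive control and 0% = DMSO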
Efa HMGR inh = E. faecalis class II HMG-CoA reductase inhibition | purified E. faecalis HMGR, NADPH absorbance 340 nm kinetic | inhibition, % at 10 µM | hit rate 0.41% among 190,000;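 active means inhibition above a set limit, the median over all tested compounds plus 3 SD, cut at about 9.5% in these data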;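 further: enzyme runs in reverse so mevalonate oxidation gives rising NADPH absorbance; 0% = complete reaction with DMSO and 100% = background rate lacking mevalonate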
* = called active by the depositor; / = not tested or not shown.

Structure	FLuc inh counter	APP 5UTR inh	DTT redox prof	NF-kB expr up	G6PDH counter	FLuc act counter	APP 5'UTR act	STAT1 act	Hsp70 activator	Efa HMGR inh
CCOC(=O)c1ccc(N2C(=O)CC(N(Cc3ccc4c(c3)OCO4)C(=O)Nc3ccccc3)C2=O)cc1 (centres undefined)	1	4	-0.9	0.85	-3	1	-4	96	-0.1	-1
CN1/C(=C/C(=O)c2cccs2)Sc2ccccc21	77*	-103	1.9	5.3*	2	0.2	103	140*	-0.1	0
O=C1C2(c3ccccc3)CN(CCO)CC1(c1ccccc1)CN(CCO)C2	-4	6	0.0	0.92	2	1	-6	97	-0.5	2
COc1ccc(OC)c(S(=O)(=O)N2CCC(C(=O)Nc3cccc(C(F)(F)F)c3)CC2)c1	-6	2	-0.2	0.29	-32	1.1	-2	100	-0.6	1
CC(=O)N1CCN(Cc2nc3cc(NC(=O)COc4ccccc4)ccc3n2C)CC1	-6	4	1.4	0.98	1	1.1	-4	104	-0.1	6
Nc1ccccc1SCC1CSc2nc3ccccc3c(=O)n21 (centres undefined)	-3	-5	-0.3	1.2	5	1	5	87	-0.1	-2
CN(Cc1ccccc1)S(=O)(=O)c1ccc(OCC(=O)Nc2cccc([N+](=O)[O-])c2)cc1	-8	0	0.9	0.98	-14	1.1	0	102	-0.3	0
Cc1ccccc1NC(=O)COc1ccc(Br)cc1C	4	-6	-0.3	1.6	7	1	6	107	1.4	-2
O=C(O)c1ccccc1NS(=O)(=O)c1ccc2c(c1)OCCO2	-6	0	-1.1	0.93	1	1.1	0	115	0.0	2
O=C(c1ccc(=O)n(Cc2ccccc2)n1)N1CCN(C/C=C/c2ccccc2)CC1	-4	3	-0.1	0.69	-9	1	-3	101	0.0	-3
Nc1ccc(-n2c(N)c(C(=O)NCc3ccc4c(c3)OCO4)c3nc4ccccc4nc32)cc1	/	2	1.3	/	/	/	-2	114	-0.2	/
Cn1c(=O)c(-c2ccccc2N)nc2ccccc21	0	4	2.2	1.1	-6	1	-4	96	0.0	0
Cc1ccc(Cl)c(OCC(=O)NCc2ccco2)c1	2	-15	-0.1	1.3	0	1	15	96	-0.2	-4
Cc1ccc(C)c(N2CCN(C(=O)CCNC(=O)Cn3ccc4ccccc4c3=O)CC2)c1	1	14	-0.2	0.79	12	1	-14	106	-0.3	-5
O=C(c1ccc2c(c1)OCCO2)N1CCN(c2ccc([N+](=O)[O-])cc2)CC1	-5	15	-0.2	1.2	2	1.1	-15	96	-0.2	-7
O=C(C1CCCCC1)N1CCCc2ccccc21	-7	-10	0.2	1.1	-1	1.1	10	98	0.1	1
COc1ccc(C(=O)N/N=C/c2ccc3cccc(O)c3n2)cc1	10	-15	1.7	0.81	40	0.9	15	106	-0.3	-1
O=C(CCc1ccccc1)NC(NC(=S)Nc1ccc(Cl)cc1)C(Cl)(Cl)Cl (centres undefined)	-8	/	0.3	1	4	1.1	/	93	-0.5	-7
COC(=O)COc1ccc(C2Nc3c(Cl)ccc(C(=O)O)c3C3C=CCC32)cc1 (centres undefined)	-2	-1	-0.2	0.98	10	1	1	101	0.4	0
Cc1ccc(N(CC(=O)N2CCc3ccccc32)S(=O)(=O)c2cccs2)cc1	-6	-2	0.0	0.85	-6	1.1	2	102	-0.1	-1
O=C(CNC(=O)C1CCCCC1)Nc1ccccc1Cl	-5	9	-0.5	1.1	6	1.1	-9	95	-0.2	-6
S=C(Nc1cccc(Cl)c1Cl)Nn1cnnc1	-3	-7	0.7	1.2	6	1	7	105	-0.5	-7
Cc1ccc(CN2CCN(Cc3cnc(N4CCOCC4)s3)CC2CCO)o1 (centres undefined)	0	8	0.3	1.1	9	1	-8	103	-0.3	-2
CCCc1cc(C(=O)NNC(=S)NCc2ccccc2)cs1	-4	-7	-1.7	1	4	1	7	106	-0.2	-1
CCOC(=O)c1ccc(NS(=O)(=O)c2ccc(SC)cc2)cc1	-2	-14	-0.8	1.1	-5	1	14	95	0.2	2

Some of the entries so far, with values under each structure:
Every second line gives: FLuc inh counter, APP 5UTR inh, DTT redox prof, NF-kB expr up, G6PDH counter, FLuc act counter, APP 5'UTR act, STAT1 act, Hsp70 activator, Efa HMGR inh
> Cc1ccc(C)c(N2CCN(C(=O)CCNC(=O)Cn3ccc4ccccc4c3=O)CC2)c1
 : 1, 14, -0.2, 0.79, 12, 1, -14, 106, -0.3, -5
> O=C1C2(c3ccccc3)CN(CCO)CC1(c1ccccc1)CN(CCO)C2
 : -4, 6, 0.0, 0.92, 2, 1, -6, 97, -0.5, 2

Next part.
Structure	FLuc inh counter	APP 5UTR inh	DTT redox prof	NF-kB expr up	G6PDH counter	FLuc act counter	APP 5'UTR act	STAT1 act	Hsp70 activator	Efa HMGR inh
CCOC(=O)COc1ccc2c(c1)C(=O)CC1(CCCCC1)O2	-3	4	0.0	1.3	2	1	-4	101	-0.1	-1
CCCc1cc(C(=O)Nc2cccc(C(C)=O)c2)no1	22	6	-0.7	1.7	0	0.8	-6	116	0.2	1
CCN1CCN(S(=O)(=O)Cc2ccccc2)CC1	-5	-3	0.1	1.1	10	1	3	102	-0.2	-2
CCOc1ccc(Br)cc1S(=O)(=O)Nc1ccc(NC(=O)c2ccccc2F)cc1	-5	1	0.3	1	9	1.1	-1	103	-0.1	0
COc1ccc(/C=C(/C#N)S(=O)(=O)c2ccc(C)cc2)cc1	-2	1	0.2	1	2	1	-1	98	-0.6	40*
Cc1ccccc1N(CC(=O)Nc1ccc(S(=O)(=O)N2CCOCC2)cc1)S(C)(=O)=O	-11	14	0.5	1	8	1.1	-14	105	0.7	-5
C/C(=N\Nc1ccc(S(N)(=O)=O)cc1[N+](=O)[O-])c1ccc2c(c1)OCO2	-5	10	0.1	1.1	12	1.1	-10	108	-0.3	-2
Cc1cc(=O)n2[nH]c(SCc3ccccc3)nc2n1	23	-2	-0.1	1.1	1	0.8	2	95	0.0	2
O=C(Nc1ccccc1Cl)c1ccccc1Cc1ccccc1	-9	-14	-0.4	1.1	16	1.1	14	105	-0.1	-4
Cc1ccc(C(=O)Nc2nnc(-c3ccco3)o2)cc1	44	-35	0.7	1.6	5	0.6	35	108	-0.4	1
CC(=O)C1=C(C)NC(SCC(N)=O)=C(C#N)C1c1cccnc1 (centres undefined)	-3	6	-4.0	1.1	0	1	-7	100	-0.3	-5
Cc1cc(Oc2ccc(Cl)cc2)nc(SCC(=O)c2ccccc2)n1	0	-12	-0.2	1.1	1	1	11	93	0.1	-2
COc1ccc(-c2csc(NC(=O)c3ccc(S(C)(=O)=O)cc3)n2)cc1	2	-48	0.5	1.2	0	1	48	124	-0.3	-5
Cc1ccc(S(=O)(=O)N2CCCCC2)cc1C(=O)OCC(=O)NC(=O)NC12CC3CC(CC(C3)C1)C2	-6	-3	-0.4	1.1	8	1.1	3	114	-0.4	1
COC(=O)c1ccccc1NC(=O)c1c(O)c2c([nH]c1=O)CCCC2	-5	-17	-0.7	1.2	16	1	17	106	-0.1	-4
O=C(NCCO)/C(=C\c1ccco1)NC(=O)c1cccs1	-6	-9	0.1	1.1	9	1.1	9	107	-0.3	-1
COc1cccc(CC2(CO)CCCN(Cc3cn[nH]c3C3CCCCC3)C2)c1 (centres undefined)	-5	-10	-1.1	0.91	12	1	10	93	-0.3	2
O=C(O)c1cc2nccc(-c3ccc(F)cc3)n2n1	-5	16	-0.7	1.1	1	1	-16	107	-0.5	1
Cc1cc(NC(=O)CN(C)C)c([N+](=O)[O-])cc1C	-3	5	-1.5	1.2	15	1	-5	103	-0.2	-2
CC(=O)c1ccccc1OC(=O)COc1ccc(Cl)cc1C	9	-11	-0.5	1.2	6	0.9	11	102	0.2	-1
O=C(CSC1=Nc2ccccc2C2=NC(CC(=O)NC3CCCCC3)C(=O)N12)NCc1ccco1 (centres undefined)	-3	1	-0.5	1	4	1	-1	99	0.7	-5
Cc1csc(SCC(=O)Nc2sccc2C(N)=O)n1	11	-23	-0.7	1	3	0.9	23	98	0.3	2
O=C(NCCC1=CCCCC1)C1CCN(c2nc3ccccc3o2)CC1	-2	0	0.5	1.1	7	1	0	103	-0.1	-1
N#C/C(C(=O)NCc1ccccc1)=C1/N=C(NC(=O)c2cccs2)c2ccccc21	-7	6	0.3	0.45	-29	1.1	-6	90	-0.3	-11
Cc1ccc(C(=O)Nc2ccc(N3CCN(C)CC3)nc2)cc1	2	-41	-0.2	1.7	8	1	41	114	-0.1	-3

Additional results.
Structure	FLuc inh counter	APP 5UTR inh	DTT redox prof	NF-kB expr up	G6PDH counter	FLuc act counter	APP 5'UTR act	STAT1 act	Hsp70 activator	Efa HMGR inh
Cc1ccc(NC(=O)CS(=O)CC(=O)N(c2ccccc2)C(C)C(=O)NC2CCCC2)cc1 (centres undefined)	-6	4	-0.4	0.94	4	1.1	-4	91	-0.2	0
Cn1cnnc1SCc1ccc(C(=O)O)cc1	-9	-4	-3.2	1	0	1.1	4	96	0.0	-3
Nc1nc2c(s1)CC(c1ccccc1)CC2 (centres undefined)	5	-12	2.5	1.7	13	1	12	106	-0.5	0
CCOC(=O)c1oc2nc(CC(C)C)c3c(c2c1N)CCC3	-8	5	0.8	1	3	1.1	-5	104	-0.3	-10
Cc1ccc(S(=O)(=O)N2CCN(C(=O)c3cc(=O)c4ccccc4o3)CC2)cc1	4	13	-0.7	1.1	19	1	-13	96	-0.4	-4
CCCc1cc(C(=O)Cc2ccc(F)cc2)c(O)cc1O	2	9	-0.4	1.3	10	1	-9	99	-0.1	0
CN(CC(=O)Nc1sc2c(c1C#N)CCCCC2)Cc1nc2ccccc2c(=O)[nH]1	-5	-6	-1.7	1.1	-2	1.1	6	105	-0.3	-2
CCn1c(CN2CCN(c3ccc(Cl)cc3)CC2)nc2ccccc21	-4	16	-0.3	0.69	8	1	-16	96	-0.3	0
